# Apaf1 inhib: human Apaf-1 inhibition; 0.71% of 330,000 active; inhibition, % at 20 µM; reconstituted apoptosome caspase-3 activity, DEVD-Rh110 fluorescence; O14727; AID 489030; active = inhibition of at least 40% at 20 µM;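 note: plate controls were DMSO wells for no effect and DEVD-CHO caspase inhibitor wells for full effect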
#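 Assay system: Apoptosome proteins | Medium: pH 7.5 Hepes buffer with CHAPS, BSA, DTT | Also added: Cytochrome c and DEVD-Rh110 substrate | Times: 30 min plus 50 min, RT | Detection: Rhodamine 110 fluorescence at Ex 480/Em 540 nm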
# SENP7 inh: SENP7 protease inhibition. Q9BQF6. recombinant SENP7, Z-RLRGG-aminoluciferin luminescence, 40 min. inhibition, % at 5 µM. 1.5% of 330,000 active;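 active = inhibition above about 50% at the single test dose, limit read from the data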;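 note: plate controls were DMSO with enzyme for no effect and no enzyme buffer wells for full effect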
# NALP3 yeast inh: inhibitors of NALP3 inflammasome in yeast. Yeast reconstituted NLRP3/ASC/caspase-1, beta-gal luminescence, 24 h. inhibition, % at 10 µM. 0.39% of 330,000 active;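 active = inhibition of 50% or more; inactive = inhibition below 50%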;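 note: plate controls were induced DMSO wells for no effect and uninduced yeast grown without galactose for full effect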
# PfGluPho inh: PfG6PD (Plasmodium falciparum) enzyme inhibition. PfGluPho enzyme, NADPH resazurin-diaphorase fluorescence. inhibition, % at 20 µM. 0.78% of 350,000 active. AID 504690;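 active = inhibition reaching at least a set limit at 20 µM in the primary screen, cut at about 59% in these data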;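 note: 0% = DMSO wells with substrate and 100% = DMSO wells lacking glucose-6-phosphate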
# SENP8 block-1: blocks human SENP8 cleavage of Nedd8 substrate; Q96LD8; recombinant SENP8, Nedd8 substrate fluorescence; inhibition, % at 20 µM; 0.64% of 360,000 active; AID 602440; in the data active = inhibition mostly above about 40%, no sharp cut-off; inactive = mostly below about 27%
# Target sequence (Q96LD8 whole entry, looked up): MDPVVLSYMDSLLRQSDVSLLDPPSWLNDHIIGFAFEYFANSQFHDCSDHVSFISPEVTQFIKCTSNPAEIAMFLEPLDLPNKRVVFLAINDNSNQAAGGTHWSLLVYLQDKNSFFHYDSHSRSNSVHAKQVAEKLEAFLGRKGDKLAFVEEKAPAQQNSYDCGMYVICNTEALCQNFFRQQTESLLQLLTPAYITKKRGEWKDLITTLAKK
# HKDC1 inh: inhibitors of human hexokinase HKDC1 | Q2TB90 | recombinant HKDC1, G6PDH/diaphorase resazurin coupled fluorescence | inhibition, % at 20 µM | 0.16% of 340,000 active | AID 493160;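 active = inhibition above about 35% when tested at 20 µM, limit read from the data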;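 note: plate controls were DMSO wells with enzyme for no effect and DMSO wells lacking enzyme for full effect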
#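 Incubation: 90 min at room temperature in dark / Material: recombinant HKDC1 (HK5) hexokinase enzyme, produced in-house / Quantity: enzyme 5 µg/mL final / Compound: one dose of 20 µM, 1% DMSO / Reagent: glucose and ATP substrates / Buffer or medium: Tris pH 8.0 buffer with MgCl2, Tween-20, BSA, BME / Technique: resorufin fluorescence at 613 nm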
# SENP8 block-2: inhibitors of human SENP8 protease. Q96LD8. purified SENP8, Z-RLRGG-aminoluciferin cleavage, luminescence. inhibition, % at 10 µM. 1.2% of 330,000 active. AID 2540; in the data active = inhibition above about 50%
# SENP6 block: blocks the human protease SENP6; Q9GZR1; Recombinant SENP6 catalytic domain, aminoluciferin luminescence; inhibition, % at 10 µM; 1.8% of 330,000 active; AID 2599;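 active = inhibition above about 50% at the single tested dose, limit read from the data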;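 note: plate controls were DMSO wells with enzyme for no effect and DMSO wells lacking enzyme for full effect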
# Target sequence (Q9GZR1 628-1112 limits assumed): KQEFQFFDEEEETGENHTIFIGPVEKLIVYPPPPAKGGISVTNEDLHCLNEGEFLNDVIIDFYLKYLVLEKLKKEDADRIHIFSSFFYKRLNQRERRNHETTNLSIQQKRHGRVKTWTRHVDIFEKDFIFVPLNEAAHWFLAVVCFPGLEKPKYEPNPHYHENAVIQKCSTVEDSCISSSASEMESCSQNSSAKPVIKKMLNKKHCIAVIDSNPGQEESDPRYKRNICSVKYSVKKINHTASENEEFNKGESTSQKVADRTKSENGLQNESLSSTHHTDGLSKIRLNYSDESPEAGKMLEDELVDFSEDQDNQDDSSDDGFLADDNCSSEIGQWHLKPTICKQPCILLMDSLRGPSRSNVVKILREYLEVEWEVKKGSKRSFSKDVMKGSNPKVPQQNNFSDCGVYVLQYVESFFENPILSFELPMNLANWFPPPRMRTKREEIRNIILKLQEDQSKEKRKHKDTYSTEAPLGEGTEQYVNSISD
# SENP1 inh: inhibitors of human SENP1 SUMO protease catalytic domain. Q9P0U3. inhibition, % at 10 µM. AID 624204. 0.21% of 360,000 active. recombinant SENP1 catalytic domain, CyPet-SUMO1-YPet FRET cleavage;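 active = inhibition at least 30% at 10 µM, raw YFP signal under a set limit, fluorescence ratio 0.5 to 1.5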;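 note: 0% = enzyme with DMSO and 100% = no enzyme wells; some results filed as inactive read as strong as hits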
# Target sequence (Q9P0U3 419-644 limits assumed): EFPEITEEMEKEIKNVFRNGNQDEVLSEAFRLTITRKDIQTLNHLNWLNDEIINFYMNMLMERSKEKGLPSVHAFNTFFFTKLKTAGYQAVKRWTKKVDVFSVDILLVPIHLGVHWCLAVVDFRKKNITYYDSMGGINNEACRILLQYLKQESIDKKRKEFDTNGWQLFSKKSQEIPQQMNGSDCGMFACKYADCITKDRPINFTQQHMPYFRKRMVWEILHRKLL
#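 Test system: recombinant human SENP1 catalytic domain, His6-tagged / Medium: pH 8 Tris buffer with EDTA, NaCl, BME, BSA, NP40, catalase / Also added: SUMO1 FRET substrate flanked by Cypet and Ypet, 25 nM / Times: 50 min reaction at room temperature / Signal: FRET, CFP and YFP emission / Control set: no-enzyme low control and enzyme-plus-DMSO high control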
# * marks the source's active call; other numbers are inactive results; nt = no result given. Compounds as they come, and some 4.1% of all compounds hit somewhere here.
SMILES,Apaf1 inhib,SENP7 inh,NALP3 yeast inh,PfGluPho inh,SENP8 block-1,HKDC1 inh,SENP8 block-2,SENP6 block,SENP1 inh
CCC(=O)N1CCc2cc(Br)cc(S(=O)(=O)N3CCC(C(=O)NC(C)C)CC3)c21,-2,2,1,2,4,-3,4,13,-1
CCCc1ncc(C(O)c2ccccc2OC)n1C (stereo not drawn),-6,-2,5,7,13,-12,-5,-1,2
O=S(=O)(c1ccc2ccccc2c1)N1CCOCC1,0,-2,22,14,4,-1,1,-6,1
CCOc1ccc(NC(=O)c2ccc(N3CC4CC(C3)c3cccc(=O)n3C4)c(NC(=O)CCN3CCOCC3)c2)cc1 (stereo not drawn),-4,-1,13,-3,1,-5,2,-11,0
COC(=O)c1cccc(NC(=O)CSc2nc(=O)cc(N)n2-c2ccccc2)c1,-2,0,7,-4,0,-7,-4,-16,-1
CC(C)N1CCN(S(=O)(=O)c2ccc3ccccc3c2)CC1,-3,-16,13,-2,-8,-6,-9,2,-2
O=C(CSc1nc2cc(Cl)ccc2s1)N1CCN(C(=O)c2ccco2)CC1,10,-8,25,0,18,-7,-2,-5,-3
C=CCOc1ccc(C(c2c(C)n(C)n(-c3ccccc3)c2=O)c2c(C)n(C)n(-c3ccccc3)c2=O)cc1,13,-8,8,0,9,-1,-15,-8,-2
COC(=O)CSC1=C(C#N)C(c2ccccc2OC)C(C(=O)OC)C(=O)N1 (stereo not drawn),12,-12,1,-21,9,-6,-11,-33,1
Cc1cc(NC(=O)c2ccco2)ncc1NC(=O)CCc1ccccc1,-5,2,-8,8,-9,7,-10,-10,-4
O=C(CCC(=O)Nc1ccccc1Cl)NN=C1CCCC1,9,-5,14,-3,9,-7,-10,-7,1
O=C1C2C3C=CC(CC3)C2C(=O)N1c1ccc([N+](=O)[O-])cc1 (stereo not drawn),-6,-8,11,-4,23,3,-1,-10,1
O=C(Nc1nnc(SCc2ccccc2)s1)c1cccs1,6,53*,14,-22,-197,3,69*,86*,0
Cc1ccc(OCC(=O)NNC(=O)Cn2nnc(-c3ccccc3)n2)cc1,-6,-4,8,-37,0,7,2,-26,3
Cc1ccc(C(c2nnnn2C2CCCC2)N2CCN(c3nc4ccccc4s3)CC2)cc1 (stereo not drawn),24,0,-71,10,22,0,1,-23,1
Cn1c(SCc2cccc(Br)c2)nc2ccccc2c1=O,-12,0,27,-4,-5,2,-5,-8,-3
O=C(/C(=C/O)N=Nc1ccccc1)c1ccncc1,12,-4,1,11,21,1,-5,2,7
O=C(NNC(=O)c1ccccc1C(=O)O)c1cc2ccccc2o1,13,-4,6,-30,2,2,-3,-9,1
Cc1ccc(CSCCNC(=O)c2ccc(C)cc2)cc1,13,2,36,1,9,-4,-6,7,0
CNC(=O)c1csc(-c2ccc(C)cc2)n1,3,-3,25,2,3,-13,-12,6,3
NS(=O)(=O)c1ccc2nc(NC(=O)CS(=O)(=O)c3ccc(F)cc3)sc2c1,-7,-13,11,-31,-38,-3,-8,-19,-22
Cc1cc(CN(C)C(=O)C2CCC(=O)N(CCc3ccccc3)C2)n[nH]1 (stereo not drawn),-1,2,2,-8,11,4,1,1,3
Cc1ccc(NC(=O)CN(C)C(=O)CNC(=O)c2cccs2)cc1,0,-1,-3,-21,16,2,0,3,1
CSc1ccc(/C=N/n2c(COc3ccccc3)n[nH]c2=S)cc1,18,-4,31,3,15,2,-3,-7,1
CC(C)(C)C(=O)OCc1nc(-c2ccc(Cl)cc2)cs1,6,48,18,27,16,4,-1,8,0

# Four of the compounds above, field by field:
O=C(CSc1nc2cc(Cl)ccc2s1)N1CCN(C(=O)c2ccco2)CC1
  Apaf1 inhib: 10
  SENP7 inh: -8
  NALP3 yeast inh: 25
  PfGluPho inh: 0
  SENP8 block-1: 18
  HKDC1 inh: -7
  SENP8 block-2: -2
  SENP6 block: -5
  SENP1 inh: -3
O=C(NNC(=O)c1ccccc1C(=O)O)c1cc2ccccc2o1
  Apaf1 inhib: 13
  SENP7 inh: -4
  NALP3 yeast inh: 6
  PfGluPho inh: -30
  SENP8 block-1: 2
  HKDC1 inh: 2
  SENP8 block-2: -3
  SENP6 block: -9
  SENP1 inh: 1
CCCc1ncc(C(O)c2ccccc2OC)n1C (stereo not drawn)
  Apaf1 inhib: -6
  SENP7 inh: -2
  NALP3 yeast inh: 5
  PfGluPho inh: 7
  SENP8 block-1: 13
  HKDC1 inh: -12
  SENP8 block-2: -5
  SENP6 block: -1
  SENP1 inh: 2
O=S(=O)(c1ccc2ccccc2c1)N1CCOCC1
  Apaf1 inhib: 0
  SENP7 inh: -2
  NALP3 yeast inh: 22
  PfGluPho inh: 14
  SENP8 block-1: 4
  HKDC1 inh: -1
  SENP8 block-2: 1
  SENP6 block: -6
  SENP1 inh: 1

# Next part:
SMILES,Apaf1 inhib,SENP7 inh,NALP3 yeast inh,PfGluPho inh,SENP8 block-1,HKDC1 inh,SENP8 block-2,SENP6 block,SENP1 inh
CSc1ccccc1C(=O)Nc1ccccc1C(=O)N1CCCC1,-1,2,-2,-15,16,-8,2,6,2
CC1(C)COC(c2cc3c(cc2Br)OCO3)OC1,nt,nt,nt,-20,14,7,nt,nt,-1
CC(C)CNC(=S)NNC(=O)c1nn(C)cc1Cl,11,-2,7,-4,14,-3,3,-16,0
CN1CCN(NC(=O)CSc2ccc(Cl)cc2Cl)CC1,-2,-2,11,-8,10,-12,-13,-11,3
COc1cc2c(OC(C)=O)c3c(c(-c4ccc5c(c4)OCO5)c2cc1OC)C(=O)OC3,16,-14,-6,4,0,-1,-6,-2,-132
CO/N=C(\CS(=O)(=O)Cc1ccc(OC)cc1)c1ccc(Cl)cc1,5,2,24,-8,5,-2,10,-3,1
COc1ccccc1N1CCN(C(=O)c2cc(C3CC3)on2)CC1,3,3,8,11,10,1,33,-13,-1
Cc1cc(-c2ccc(C(C)C)c(S(=O)(=O)N3CCN(c4ccccn4)CC3)c2)on1,14,5,15,6,3,-3,-6,-8,2
COC(=O)c1c(C)oc(C)c1S(=O)(=O)Nc1ccc(C(C)C)cc1,18,-10,24,8,4,-1,-5,4,1
COc1cccc(-c2cc(C(=O)Nc3ccccc3SC)no2)c1,2,32,5,1,11,-6,-8,-7,-1
O=C(NCC1CCCO1)c1c(O)c2c([nH]c1=O)CCCC2 (stereo not drawn),-18,2,26,-5,7,-8,8,-9,1
Cc1cc(Cl)ccc1OCC(=O)Nc1ccccc1NS(=O)(=O)c1cccs1,-4,-4,-1,-17,27,-2,-1,-17,2
CCC/C=C1/CCCOC(C(=O)NCc2ccccn2)(C(F)(F)F)C1 (stereo not drawn),-6,2,11,11,8,-3,1,0,2
Cc1noc(C(=O)Nc2ccc(Cl)cc2)c1Cl,4,1,6,nt,nt,nt,3,-12,nt
Cc1ccc(C(=O)N2CCc3ccccc32)cc1NC(=O)c1ccco1,-2,1,-35,6,10,0,1,1,-1
C=CCn1c(SCC(=O)NCC2CCCO2)nc2scc(-c3ccccc3)c2c1=O (stereo not drawn),-5,-2,9,-15,-1,2,12,-2,1
COc1ccc(CC2(CO)CCN(Cc3ccc4nsnc4c3)CC2)cc1,0,-6,27,-13,11,3,-2,0,3
CC(C)c1ccccc1OCCNC(=S)NC(=O)c1cccnc1,12,-5,13,67*,2,1,1,-2,-3
CCOc1ccc(N=C2C(=O)Nc3ccc(C)c(Br)c32)cc1,21,0,18,21,26,5,-9,8,2
CCOc1ccccc1-n1nnnc1SCC(=O)O,2,6,-2,-13,24,-5,0,9,1
COc1ccc(OC)c(N(CC(=O)NCc2ccccc2)S(=O)(=O)c2ccc(OC)c(OC)c2)c1,8,-13,9,-8,7,1,-13,-28,0
CCN(CC)CCN1C(=O)c2ccccc2NC1c1cc(OC)c(OC)c(OC)c1 (stereo not drawn),-20,0,-5,-8,-276,-8,-1,-1,-13
CN(N)c1nc2ccccc2nc1C(F)(F)F,3,-3,-28,-6,19,-12,4,19,1
Cc1nc2ccc(S(=O)(=O)NCC(=O)N3CCCCC3)cc2s1,-3,5,-2,-7,2,-5,4,8,2
COc1ccc(CNc2nccs2)cc1,-19,3,15,-3,19,-1,-2,2,2

# One compound at a time (already shown). Order of values: Apaf1 inhib, SENP7 inh, NALP3 yeast inh, PfGluPho inh, SENP8 block-1, HKDC1 inh, SENP8 block-2, SENP6 block, SENP1 inh
# COc1ccc(CNc2nccs2)cc1 is entered as -19, 3, 15, -3, 19, -1, -2, 2, 2
# COc1ccc(OC)c(N(CC(=O)NCc2ccccc2)S(=O)(=O)c2ccc(OC)c(OC)c2)c1 is entered as 8, -13, 9, -8, 7, 1, -13, -28, 0
# CC(C)CNC(=S)NNC(=O)c1nn(C)cc1Cl is entered as 11, -2, 7, -4, 14, -3, 3, -16, 0
# CN1CCN(NC(=O)CSc2ccc(Cl)cc2Cl)CC1 is entered as -2, -2, 11, -8, 10, -12, -13, -11, 3
# CCOc1ccc(N=C2C(=O)Nc3ccc(C)c(Br)c32)cc1 is entered as 21, 0, 18, 21, 26, 5, -9, 8, 2

# Next section:
SMILES,Apaf1 inhib,SENP7 inh,NALP3 yeast inh,PfGluPho inh,SENP8 block-1,HKDC1 inh,SENP8 block-2,SENP6 block,SENP1 inh
CN=c1scc(-c2cc(OC)ccc2OC)n1/N=C/c1c(C)[nH]c2ccccc12,-10,-14,-7,17,-26,-4,-8,-2,31
CC(C)OCCCNC(=O)CN1CCN(Cc2ccccc2Cl)C1=O,6,-16,13,-16,-1,-7,-6,-10,2
COC(=O)CCNCCSc1nnc(-c2ccco2)n1Cc1ccccc1,-7,-10,8,-12,11,-6,-4,-8,0
Cc1ccc(O)c(C(=O)c2cc(C#N)c(=O)n(Cc3ccccc3)c2)c1,15,4,-5,1,-8,-5,4,-3,-10
COCCCn1c(=O)/c(=C\c2ccccc2OC(F)F)s/c1=C(/C#N)C(=O)N1CCOCC1,4,-5,16,19,-35,-9,-11,-18,1
O=C(Nc1cc(S(=O)(=O)N2CCCCC2)ccc1N1CCOCC1)c1cc(=O)[nH]c2ccccc12,-4,9,14,-7,15,18,2,-3,1
Cc1ccc(NC(=O)C2=CCN(S(=O)(=O)c3ccc(F)cc3)CC2)cc1,3,2,17,14,13,-4,0,-1,1
Cn1c(=O)c2c(SCC(=O)N3CCOCC3)nc(C3CCCCC3)nc2n(C)c1=O,9,11,21,nt,nt,nt,0,-9,nt
COc1ccc(N(C(=O)Cn2nnc(-c3ccccc3F)n2)C(C(=O)NCC2CCCO2)c2ccc(Cl)cc2)cc1 (stereo not drawn),2,-4,0,-10,14,-7,4,5,2
Cc1ccc(COC(=O)c2ccc3ccccc3n2)cc1,8,-5,39,5,11,-4,-8,-17,3
NC1=NC[C@H](Cc2ccccc2)N1CCc1cc(C(F)(F)F)cc(C(F)(F)F)c1,54*,-7,15,14,32,8,5,-16,-1

# Compound activity: PubChem, Sanford-Burnham Center for Chemical Genomics
